Screening results deposited in PubChem BioAssay by National Center for Advancing Translational Sciences (NCATS).
B2AR arrestin: recruits beta-arrestin to the human beta2-adrenergic receptor; P07550; beta-arrestin recruitment to beta2AR, cell-based reporter; Potency, µM (highest dose often 46.1 µM), for the others: top-dose activation, actives largely listed as activators; hit rate 0.02% among 330,000;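 note: potency is the fitted concentration of half-maximal effect; 0% = DMSO controls and full agonism = EC100 isoproterenol or metaproterenol; nearly all actives have a fitted effect of over 65% in size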
Mito fusion act: blocks mitochondrial division or promotes mitochondrial fusion; hit rate 0.23% among 320,000; S. cerevisiae fusion-defective mutant growth rescue, CellTiterGlo 48 h; Potency, µM (highest dose often 46.1 µM), without a hit: top-dose growth rescue (activation), hits mostly activators; AID 485298;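 note: potency is the fitted concentration of half-maximal effect; % of control where 0% means no effect; nearly all actives have a fitted effect of over 45% in size; temperature-sensitive fusion mutants such as fzo1-1 at 37 °C on non-fermentable ethanol glycerol medium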
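Compounds are tested for their ability to restore growth of mitochondrial fusion-defective yeast strains at non-permissive 37C in YPEG medium over 48 hours. Viability is quantified by luciferase luminescence.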
PTAP TSG101 blk: blocks PTAP/TSG101 interaction to inhibit HIV-1 budding; Potency, µM (titrated, usually from 115 µM), for the others: at the highest dose activity change, negative = inhibition, most hits filed as inhibitors; 340,000 tested, under 10 active; AID 493005; Q99816; Fluorescence polarization, FITC-PTAP peptide / Tsg101 binding; active = well fitted inhibition curve with a large enough effect in the main read-out, with a control signal flat, not every such curve was filed as active; inconclusive = small, poorly fitted or top-dose-only effect, or effect the other way, or a change in a side signal; inactive = no such curve, though single readings can be large or run the other way; note: potency is the fitted concentration of half-maximal effect; % of control where 0% means no effect
Target sequence (Q99816 whole entry, looked up): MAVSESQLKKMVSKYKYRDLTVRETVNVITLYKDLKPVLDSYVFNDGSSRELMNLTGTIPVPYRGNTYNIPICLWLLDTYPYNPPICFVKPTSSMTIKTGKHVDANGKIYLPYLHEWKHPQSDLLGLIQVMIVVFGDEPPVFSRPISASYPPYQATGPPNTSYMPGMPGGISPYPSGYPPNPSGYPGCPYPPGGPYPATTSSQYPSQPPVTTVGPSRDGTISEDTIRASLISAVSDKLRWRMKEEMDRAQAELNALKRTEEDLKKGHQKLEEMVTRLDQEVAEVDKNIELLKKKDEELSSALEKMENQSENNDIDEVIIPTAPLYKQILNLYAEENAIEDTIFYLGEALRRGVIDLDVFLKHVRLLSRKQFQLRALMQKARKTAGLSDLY
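Compounds were pin-transferred onto Tsg101 binding domain (10 uM final) in HEPES pH 7.5 buffer, then FITC-PTAP peptide was added at 50 nM final. After 20 min at RT, polarization reported peptide displacement across a qHTS concentration series.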
uPA generation: blocks generation of uPA at the cell surface | cell surface uPA generation assay, qHTS | Potency, µM (series often up to 38.3 µM), inactives show top-dose activity change, negative = inhibition, hits mostly inhibitors | hit rate 0.31% among 330,000; active = well fitted inhibition curve with a large enough effect; inconclusive = small, poorly fitted or top-dose-only effect; inactive = no such curve, though single readings can be large or run the other way; tested in mouse RAW 264.7 cells; note: potency is the fitted concentration of half-maximal effect; % is set by controls: 0 for no effect and ±100 for the full control effect; nearly all actives have a fitted effect of over 55% in size
BCR signal inh: blocks chronic active B-cell receptor signaling | ABC-DLBCL IkBa-CBG/CBR reporter, luminescence ratio, 4 h | Potency, µM (highest dose often 46.1 µM), for inactives: at the top dose ratio change, negative = lower green/red ratio, actives largely listed as inhibitors | hit rate 0.05% among 340,000 | AID 493014; active = well fitted inhibition curve with a large enough effect in the signal ratio, with a control signal flat, not every such curve was filed as active; inconclusive = small, poorly fitted or top-dose-only effect, or effect the other way, or a change in a side signal; the % refers to the signal ratio;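 note: potency is the fitted concentration of half-maximal effect; plate controls were basal doxycycline-induced cells for no effect and cells given 10 µM MG132 for full effect; MG132 reads +100%, hits lower the ratio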
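Concentration-response series (up to 46 uM) were applied to TMD8 dual-reporter cells for 4 h at 37C with doxycycline. Green/red ratio, after filter-overlap correction, defined %Activity; red signal alone was normalised to basal cells and zero luminescence.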
USP2a block: inhibitors of human ubiquitin-specific protease USP2a | hit rate 0.01% among 330,000 | USP2 core, Ub-CHOP2 coupled fluorogenic reporter, 485/531 | O75604 | Potency, µM (series often up to 38.3 µM), without a hit: at the top dose activity change, negative = inhibition, actives largely listed as inhibitors | AID 463254;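 note: potency is the fitted concentration of half-maximal effect; plate controls were DMSO wells for no effect and full inhibition by NEM control for full effect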
Target sequence (O75604 whole entry, looked up): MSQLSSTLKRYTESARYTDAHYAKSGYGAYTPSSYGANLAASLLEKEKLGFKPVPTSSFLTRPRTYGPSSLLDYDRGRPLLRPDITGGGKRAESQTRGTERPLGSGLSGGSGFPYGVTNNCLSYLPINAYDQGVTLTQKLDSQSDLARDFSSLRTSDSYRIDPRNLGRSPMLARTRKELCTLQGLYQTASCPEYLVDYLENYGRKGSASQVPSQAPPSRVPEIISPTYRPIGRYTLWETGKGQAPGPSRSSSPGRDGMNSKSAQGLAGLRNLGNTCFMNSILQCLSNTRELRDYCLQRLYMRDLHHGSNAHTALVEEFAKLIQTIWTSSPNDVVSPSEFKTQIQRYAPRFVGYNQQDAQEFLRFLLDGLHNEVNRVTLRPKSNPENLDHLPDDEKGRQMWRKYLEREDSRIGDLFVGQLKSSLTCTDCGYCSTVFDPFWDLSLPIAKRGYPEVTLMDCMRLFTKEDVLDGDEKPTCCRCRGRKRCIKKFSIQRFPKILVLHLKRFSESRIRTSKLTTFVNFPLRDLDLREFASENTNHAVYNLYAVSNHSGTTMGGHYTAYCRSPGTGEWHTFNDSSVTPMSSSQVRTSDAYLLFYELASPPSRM
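Cell-free coupled assay: 10nM USP2 core preincubated 30min RT with compound in Tris-HCl pH 8.0/CaCl2/CHAPS buffer, then 25nM Ub-CHOP2 and 25nM reporter substrate; fluorescence (Ex 485/Em 531) read after 60min RT, normalized to NEM inhibition, concentration-response curves fitted.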
Eya2 inh: inhibitors of human Eya2 phosphatase activity. AID 488837. hit rate 0.006% among 330,000. recombinant Eya2, OMFP fluorescence dephosphorylation (OMFP is methylfluorescein phosphate). Potency, µM (series often up to 76.9 µM), inactives show at the highest dose activity, negative = inhibition, hits mostly inhibitors; note: potency is the fitted concentration of half-maximal effect; % is set by controls: 0 for no effect and ±100 for the full control effect
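Eya2 (0.2 uM) preincubated 10 min at ambient with compound, then OMFP substrate added at 50 uM; 10 min reaction in 50 mM HEPES pH 7.5, 50 mM NaCl, 5 uM MgCl2, 0.05% BSA, 1 mM DTT. Fluorescence read at Ex 485/Em 525 nm.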
Tb PFK inh: inhibitors of T. brucei phosphofructokinase; Potency, µM (titrated, usually from 57.5 µM), for the others: at the top dose activity, negative = inhibition, actives largely listed as inhibitors; O15648; AID 485367; T. brucei PFK, ADP-Glo luminescence; hit rate 0.17% among 330,000;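 note: potency is the fitted concentration of half-maximal effect; 0% = uninhibited 1x PFK enzyme wells and -100% = no-enzyme wells; nearly all actives have a fitted effect of over 60% in size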
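Activity is normalized to no-enzyme wells (full inhibition) and 1.25 nM enzyme wells (no inhibition). Reaction: 0.5 mM F6P, 0.1 mM ATP, 45 min RT, ADP-Glo luminescence; concentration-response curves fitted and classed by quality.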
TCR act: activates T cell receptor signaling | primary human leukocytes, anti-CD3, IL-2 HTRF, 48 h | Potency, µM (doses to about 9.22 µM), for inactives: at the highest dose activation of IL-2 secretion, usual class: activators | 330,000 tested, under 10 active | AID 504894; note: % of control where 0% means no effect
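48 hr co-incubation of compounds, a-CD3 beads and primary human leukocytes; IL-2 quantified homogeneously by HTRF with anti-IL-2 K and d2 conjugates.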
ELG1 DNA repair: inhibitors of ELG1-dependent DNA repair in HEK293T cells. HEK293T ELG1-luciferase reporter, luminescence, 16 h; DNA damage induced by 5-fluorouridine. Potency, µM (doses to about 46.1 µM), inactives show at the top dose activity change, negative = inhibition, most hits filed as inhibitors. AID 504467. hit rate 2.3% among 330,000; note: potency is the fitted concentration of half-maximal effect; % is set by controls: 0 for no effect and ±100 for the full control effect; nearly all actives have a fitted effect of over 55% in size
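Reporter activity after DNA damage by 5-fluorouridine is monitored. Compound-treated cells incubate 16 hr at 37 °C, then ONE-Glo is added for 30 min before luminescence reading.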
TSHR antag: antagonists of human thyroid stimulating hormone receptor; P16473; TSHR-expressing cells, TSH-stimulated cAMP HTRF, 2 h; hits give low values; activity change, negative = inhibition, % at 11.5 µM; hit rate 0.2% among 330,000;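 active = activity change below a set negative limit, meaning inhibition stronger than a set level, cut at about -70% in these data; inconclusive = activity change between two set negative limits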; note: % is set by controls: 0 for no effect and ±100 for the full control effect
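Cell-based HTRF cAMP assay; TSHR cells + compound, TSH EC80 (4nM final), 2 h, 37 deg C. Lysis with anti-cAMP cryptate and cAMP-d2, 30 min RT, read 665/620 nm.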
* = called active by the depositor; ? = inconclusive; nt = not tested or not shown; [ ] = another dose, or the depositor's remark. Unless noted, calls come from the whole dose curve; as a rule, active = well fitted curve in the direction sought with a large enough effect; inconclusive = small, poorly fitted or top-dose-only effect, or another doubt; inactive = no such curve, though single readings can be large; an effect the other way counts as inactive or inconclusive.

SMILES	B2AR arrestin	Mito fusion act	PTAP TSG101 blk	uPA generation	BCR signal inh	USP2a block	Eya2 inh	Tb PFK inh	TCR act	ELG1 DNA repair	TSHR antag
CC1CCN(C(=O)Cn2c(SCC(=O)Nc3nccs3)nc3ccccc32)CC1	-0.7%	0%	-8%	nt	?	1%	-2%	-4%	-6%	?	-4
COc1ccc(OC)c(NC(=O)c2nc(-c3ccccc3)oc2C)c1	-0.1%	-3%	-3%	-30%	25%	2%	-9%	-6%	-6%	-3%	-8
O=C(Oc1ccccc1)c1cc2ccccc2o1	-0.2%	2%	-1%	-4%	16%	3%	8%	1%	2%	24%	-2
Cc1oc(=O)cc(OCc2ccccc2)c1C	-0.1%	nt	-2%	15%	?	0%	2%	3%	-1%[46.1 µM]	5%	-2
Cc1cccc(NS(=O)(=O)c2ccc(C)c(C(=O)NCC(c3ccccc3)N(C)C)c2)c1 (configuration not stated)	0.4%	-2%	-7%	-23%	?	-1%	16%	-1%	0%	2%	-3
CC1CN(C(=O)c2nn(C)cc2[N+](=O)[O-])CC(C)O1 (configuration not stated)	-0.1%	4%	-7%	0%	0%	3%	11%	-1%	7%	-12%	2
COc1cccc(CN(C)C(=O)c2cc(S(=O)(=O)N3CCN(c4ccccc4)CC3)ccc2Cl)c1	-1.1%	2%	-1%	-4%	10%	4%	-1%	0%	2%	18%	-26
Cc1ccc(-n2[nH]c(C)c(C=Nc3ccc(C)cn3)c2=O)cc1	-0.5%	-6%	-3%	?	?	3%	1%	16%	nt	-2%	9
NC(=O)COc1ccc(/C=N\NC(=O)c2ccc(-c3ccccc3)cc2)cc1	-0.4%	2%	-1%	3%	2%	2%	-8%	-7%	3%	-1%	-4
CSc1nc2ccc(NC(=O)C3CC(=O)N(Cc4ccco4)C3)cc2s1 (configuration not stated)	-0.5%	-2%	-5%	-2%	0%	0%	6%	-2%	2%	-13%	3
COc1ccc2c(c1)OC1=C(C(=O)CCC1)C2C1=C(O)CCCC1=O (configuration not stated)	-0.3%	0%	-1%	-2%	-17%	-4%	?	14%	-2%	-8%	9
O=C(Cc1ccc(Cl)cc1)Nc1ccc2oc(-c3ccncc3)nc2c1	0.0%	3%	-4%	1%	3%	-1%	12%	-3%	0%	0%	2
CN1C(=O)C(CC(=O)Nc2ccc(F)cc2)N(Cc2cccs2)C1=S (configuration not stated)	-0.3%	5%	0%	0%	?	8%	-8%	-2%	-10%	9%	-1
NC(=O)COC(=O)c1cc(S(=O)(=O)N2CCN(c3ccccc3)CC2)ccc1Cl	-0.4%	1%	0%	-2%	2%	1%	3%	-3%	-7%	?	-4
CCOc1ccc(C(=O)NCC(=O)NNC(=O)CN(C)S(=O)(=O)c2ccc(Cl)cc2)cc1	0.1%	-11%	0%	0%	1%	-1%	31%	0%	3%	-1%	11
COC(=O)Nc1nc(-c2ccc(F)cc2)c(C)s1	0.1%	7%	-3%	-4%	7%	-2%	-6%	-20%	3%	?	0
C(=N\Nc1nc2ccccc2[nH]1)/c1c[nH]c2ccccc12	-1.0%	-2%	2%	-2%	?	0%	-13%	0%	-2%[46.1 µM]	?	-5
Cc1ccc(CC(=O)O/N=C(\N)c2ccccn2)cc1	0.2%	1%	-3%	-13%	-2%	-1%	0%	0%	-1%	?	12
O=C1COc2ccc(S(=O)(=O)CCC(=O)N3CCN(c4cccc(C(F)(F)F)c4)CC3)cc2N1	0.2%	1%	-1%	-10%	4%	-1%	-3%	-4%	-1%	?	-11
Cc1ccc(Cl)c(OCC(O)CN(CCO)CCO)c1 (configuration not stated)	-1.0%	0%	-6%	-4%	14%	1%	2%	1%	-31%	?	-2
CN(C(=O)CCc1ccccc1F)C1CCCN(Cc2ccccc2F)C1 (configuration not stated)	-0.3%	0%	1%	1%	0%	0%	-5%	-7%	nt	-4%	-6
COc1ccccc1CNC(=O)C(NS(=O)(=O)c1cccc2nsnc12)C(C)C (configuration not stated)	-0.2%	1%	-5%	-7%	-8%	-9%	5%	2%	-4%	-5%	0
CNc1ccc(Br)cc(C(=O)/C=C/c2cccc(OC)c2)c1=O	-0.1%	3%	-8%	-13%	?	-1%	3%	8%	0%[46.1 µM]	?	-8
O=C(/C=C/c1ccc2c(c1)OCO2)N1CCN(c2ccc(Cl)cc2)CC1	0.2%	1%	-6%	1%	3%	3%	-6%	4%	-5%[46.1 µM]	-5%	6
CCCN(C(=O)CCNC(=O)Cn1cnc2ccccc2c1=O)c1cccc(Cl)c1	-0.2%	-4%	-5%	0%	0%	0%	-13%	1%	3%	-3%	-12
O=C(Nc1cccc2ncccc12)C12CC3CC(CC(C3)C1)C2	-0.1%	6%	-4%	4%	-5%	1%	-5%	-2%	-3%	-22%	-4
Cc1cc(C)n(Cc2ccc(C(=O)NCCC3=CCCCC3)o2)n1	-1.0%	-4%	-1%	-2%	-9%	0%	-9%	-2%	3%	9%	-4
Cc1ccc(NC(=S)NC2CCN(Cc3ccccc3)CC2)c(C)c1	0.5%	5%	0%	1%	-2%	2%	4%	5%	-4%[46.1 µM]	0%	-3
O=C(CN1C(=O)C2C3C=CC(C3)C2C1=O)N1CC(=O)N(CCc2ccccc2)C(=O)C1 (configuration not stated)	-0.2%	-1%	-1%	1%	6%	2%	13%	-5%	1%	5%	2
Cc1cccc2c(=O)cc(C)n(Cc3ccccc3)c12	-1.8%	29%	-4%	-2%	?	0%	-10%	-4%	-17%[46.1 µM]	-6%	-6
CN=C1S/C(=C\c2ccc(O)c(Br)c2)C(=O)N1C	0.5%	-16%	-4%	-5%	-5%	5%	-6%	5%	-3%	?	16
CCC(C)N1C(=O)CN(C2CCCCCC2)C(=O)C1c1ccccc1F (configuration not stated)	-0.2%	-4%	0%	3%	2%	10%	-24%	0%	3%	1%	6
CN(C1CCS(=O)(=O)C1)S(=O)(=O)c1ccccc1[N+](=O)[O-] (configuration not stated)	-0.2%	-25%	-6%	-5%	5%	1%	-7%	0%	3%[46.1 µM]	7%	5
COc1ccc(C2C(C(=O)c3ccc(C)o3)=C(O)C(=O)N2c2cc(C)on2)cc1OC (configuration not stated)	-0.6%	-1%	-4%	-2%	9%	0%	-11%	0%	1%	-4%	-6
CCNc1nc(NCc2ccccc2)nc(SCC(=O)Nc2ccccc2)n1	0.0%	9%	-11%	-6%	-5%	3%	5%	-2%	7%[46.1 µM]	?	3
CN(C)C(=O)N1CCCC(C(=O)NCc2ccccc2Cl)C1 (configuration not stated)	-0.4%	-5%	-6%	-11%	?	1%	14%	24%	3%	2%	8
CCOc1ccc(S(=O)(=O)NCc2cccnc2)cc1NC(=O)c1ccccc1F	-0.1%	-6%	-4%	-15%	5%	-11%	-12%	2%	-1%	-10%	-2
NS(=O)(=O)c1ccc(NC(=S)N2CCN(Cc3ccc(Cl)c(Cl)c3)CC2)cc1	-0.6%	-5%	-1%	-1%	0%	0%	3%	?	-6%	?	-8
CC(=O)Nc1ccc(S(=O)(=O)Nc2ccc(Cl)cn2)cc1	-0.3%	-2%	-2%	-2%	-10%	0%	-7%	-1%	nt	0%	-5
O=C1CC(c2ccc(S(=O)(=O)N3CCCCC3)cc2)CN1 (configuration not stated)	-0.2%	-1%	-1%	-8%	7%	2%	-11%	8%	2%	9%	7
CCCCN(C)C(=O)C1CCN(C/C(C)=C/c2ccccc2)CC1	-0.2%	1%	-1%	3%	-9%	-8%	-13%	0%	-3%	-9%	-5
Cc1ccc(NC(=O)c2cc(NC(=O)c3ccco3)ccc2N2CCOCC2)cc1Cl	-0.1%	2%	-3%	-5%	?	-1%	7%	0%	-1%	16µM*	-6
CC(N=c1ccccn1C(=O)Nc1ccc(F)cc1)c1ccco1 (configuration not stated)	-0.1%	-3%	-3%	3%	1%	1%	-3%	0%	6%	3%	-6
CCOc1ccc(C2C(C(=O)c3ccc(C)o3)=C(O)C(=O)N2CCCN(CC)CC)cc1 (configuration not stated)	-0.1%	-5%	-1%	9%	4%	-10%	?	-4%	2%	2%	12
